Screening data: PubChem BioAssay, National Center for Advancing Translational Sciences (NCATS)
FLuc counter: inhibits or activates purified firefly luciferase, miR-21 counter-screen; P08659; purified FLuc, Km substrates, luminescence inhibition; Potency, µM (highest dose often 57.5 µM), without a hit: at the top dose activity change, negative = inhibition, hits mostly inhibitors; 360,000 compounds, 6.9% hits; AID 588342; active = well fitted inhibition curve with a large enough effect; inconclusive = small, poorly fitted or top-dose-only effect;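 also: plate controls were vehicle for no effect and reference inhibitor for full effect; nearly all actives have a fitted effect of over 55% in size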
Target sequence (P08659 whole entry, looked up): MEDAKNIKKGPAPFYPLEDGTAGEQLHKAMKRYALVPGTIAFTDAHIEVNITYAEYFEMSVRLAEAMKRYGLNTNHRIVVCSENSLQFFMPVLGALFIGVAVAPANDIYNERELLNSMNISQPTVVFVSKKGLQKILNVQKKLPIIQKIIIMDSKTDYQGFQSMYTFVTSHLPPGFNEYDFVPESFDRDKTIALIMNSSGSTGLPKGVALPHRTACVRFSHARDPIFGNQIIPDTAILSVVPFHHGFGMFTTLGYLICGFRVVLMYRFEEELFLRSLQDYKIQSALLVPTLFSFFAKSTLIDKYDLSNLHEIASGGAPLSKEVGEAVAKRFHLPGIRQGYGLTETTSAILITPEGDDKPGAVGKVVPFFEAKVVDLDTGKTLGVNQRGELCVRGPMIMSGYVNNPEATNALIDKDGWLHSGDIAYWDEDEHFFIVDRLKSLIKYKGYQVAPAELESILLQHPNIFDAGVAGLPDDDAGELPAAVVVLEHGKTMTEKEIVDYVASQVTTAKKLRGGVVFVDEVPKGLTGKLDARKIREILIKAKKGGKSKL
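Purified P. pyralis luciferase, 10 nM final, with Km-level 10 uM D-luciferin and 10 uM ATP in 50 mM Tris acetate pH 7.5, 10 mM Mg acetate, 0.01% Tween-20, 0.05% BSA; 6-point qHTS titration about 60 µM downward; luminescence read.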
* = called active by the depositor; ? = inconclusive. Potency is read from the fitted curve at half-maximal effect. Only part of the results is shown; the hit share may differ from the screen's.

Molecule	FLuc counter
COc1c(Cl)cc(C(=O)Nc2cc(-c3nc4ccccc4[nH]3)ccc2C)cc1Cl	?
CC1(C)CC(=O)c2cc(-c3nc(-c4ccc(F)cc4)cs3)c(=O)[nH]c2C1	2%
CCOc1cc(CNC(=O)c2sc3ncnc(N(C)C4CCCCC4)c3c2C)ccc1OC	-12%
CCOc1ccccc1CNC(=O)CCCN1C(=O)CCn2nc(-c3cccn3C)cc21	-7%
O=C(CSc1nc(-c2ccc(F)cc2)[nH]c1-c1ccc(F)cc1)Nc1ccc2c(c1)OCO2	-2%
CN1CCN(C(CNC(=O)C(=O)Nc2ccccc2C#N)c2ccc3c(c2)OCO3)CC1 (centres undefined)	0%
CCCCOc1ccc(CNC(=O)c2ccc(NC(=O)N3CCSc4ncccc43)cc2)cc1	2%
O=C(c1cnc(N2CCCCC2)c2ccccc12)N1CCN(c2ccc(Cl)cc2)CC1	-10%
CCN1CCOC(=O)C1CC(=O)Nc1cc(Cl)ccc1C (centres undefined)	1%
Cc1ccn2c(=O)cc(COc3cccc(NC(=O)Nc4cccc(Cl)c4C)c3)nc2c1	-2%
CC1=C(C(=O)Nc2ccc(Cl)cc2)C(c2ccccc2)n2ncc(C(=O)Nc3ccccc3)c2N1 (centres undefined)	0%
COC(=O)c1sc2ncccc2c1-n1c(C)ccc1C	-2%
O=C(c1ccco1)N1CCN(c2nc3c(F)cc(F)cc3s2)CC1	24µM*
Cc1ccc2c(=O)cc(C(=O)N(Cc3ccccc3Cl)C3CCS(=O)(=O)C3)oc2c1 (centres undefined)	-1%
COc1ccc(Nc2cc(C(=O)NCCCN(C)Cc3ccccc3)c3ccccc3n2)c(OC)c1	-17%
Cc1ccc(-c2nnc(SCC(=O)N3CCCc4ccccc43)o2)cc1	?
CC(C)Sc1ncc(Cl)c(C(=O)N(Cc2ccc(N(C)C)cc2)C2CCS(=O)(=O)C2)n1 (centres undefined)	3%
COc1ccc(C2=C(Nc3ccc(C)cc3C)c3ccccc3C2=O)cc1	-5%
O=C(Cn1c(=O)c2ccccc2n(CC(=O)Nc2ccc(Cl)cc2)c1=O)NCCc1ccccc1	-8%
Cc1ccc2onc(CNC(=O)N3CCN(c4cccc(C(F)(F)F)c4)CC3)c2c1	-4%
Cc1ccc(NC(=O)c2oc3ccc(S(=O)(=O)N4CCCCCC4)cc3c2C)cc1Cl	0%
CCOCCCNC(=O)c1c(NC(=O)c2cc(=O)c3cc(C)c(C)cc3o2)sc2c1CCC2	1%
CCc1ccccc1NC(=O)C1(S(=O)(=O)c2ccc(Cl)cc2)CC1	-1%
CC(=O)c1ccc(NC(=O)CSc2ccc(-c3cccs3)nn2)cc1	-4%
CCOc1ccc(OC(=O)c2cn(-c3cccc(OC)c3)c(=O)c3ccccc23)cc1	4%
Cc1nnc(N2CCC(C(=O)NC(C)C)CC2)c2nn(-c3ccccc3)c(C)c12	0%
O=C(Cc1c(C(=O)O)[nH]c2ccccc12)Nc1cccc(C(F)(F)F)c1	?
Cc1ccc(C)c(Cn2cc(S(=O)(=O)c3ccc(Cl)cc3)c(=O)c3cc(F)ccc32)c1	6%
Cc1ccc(NC(=O)CSc2nc3ccccc3c3nc(CCn4cncc4C)nn23)cc1F	4%
CCOC(=O)c1cc(-c2ccccc2)n(CCC(=O)Nc2nc3c(C)cccc3s2)c1C	-1%
O=C1CN(C(=O)c2ccc(S(=O)(=O)N3CCCC3)cc2)C(c2ccc(F)cc2)c2cc(Br)ccc2N1 (centres undefined)	2%
O=C(CC1N=C2c3ccccc3N=C(SCc3ccc(F)cc3)N2C1=O)NCc1cccs1 (centres undefined)	-18%
COC(=O)CCNC(=O)NC(CCC(C)C)c1c(-n2cccc2)sc2c1CCN(C)C2 (centres undefined)	2%
Cc1c(C(=O)N(C)C)sc2c1c(=O)n(-c1ccc(Cl)cc1)c(=O)n2Cc1ccccc1F	1%
COc1ccccc1CNC(=O)CCc1c(C)c2ccc(OC)c(C)c2oc1=O	-1%
O=C(c1ccc(F)cc1)N1c2ncnn2C2(CCCCC2)[C@@H]2CCCC[C@@H]21	2%
CCCCNC(=O)c1cc(-c2ccc(OC)cc2)nc2n[nH]c(-c3cccc([N+](=O)[O-])c3)c12	0%
Cc1ccc(NC(=O)C2CCCN(S(=O)(=O)c3ccc(F)cc3)C2)cc1 (centres undefined)	-7%
COc1cccc(C(=O)Nc2nc3c(s2)CCCC3)c1	1.9µM*
CCOc1ccccc1NC(=O)CSc1cn(CC(=O)N2CCCCCC2)c2ccccc12	-19%
CCn1c(CN2CCOCC2)nc2cc(NC(=O)c3ccc([N+](=O)[O-])cc3)ccc21	-10%
CCOc1ccc(NC(=O)c2cc3c(C)nn(-c4ccccc4)c3s2)cc1	6%
O=C(c1ccco1)c1cn(CCOc2ccc(Cl)cc2)c2ccccc12	3%
Cc1cc(S(=O)(=O)NCC(c2ccco2)S(=O)(=O)c2cccs2)ccc1F (centres undefined)	-13%
CC(C)CN1CCc2nc(N3CCN(C)CC3)ncc2C1	4%
CCN(CC)CCCNC(=O)CSc1nc2nc(C)c(Cc3c(F)cccc3Cl)c(C)n2n1	1%
CCCOc1ccc(CN(C(=O)Cc2coc3ccc(CC)cc23)C2CCS(=O)(=O)C2)cc1 (centres undefined)	3%
CC(C)N(C(=O)Cn1cc(S(=O)(=O)Cc2ccc(Cl)cc2)c2ccccc21)C(C)C	-1%
CCOC(=O)Cc1ccc(NC(=O)Nc2ccccc2OCc2cc(=O)n3ccccc3n2)cc1	?
CCOC(=O)c1cccc(NC(=O)NCc2cccn2Cc2ccccc2)c1	-11%
CCOC(=O)C1CCN(C(=O)CSc2n[nH]c(-c3ccccc3)n2)CC1	4%
CCC1=Nc2cc(C(=O)NC3CCCC3)ccc2Sc2ccc(Cl)cc21	2%
COC(=O)c1ccccc1NC(=O)c1cc(=O)c2ccc(C)c(C)c2o1	-1%
Cc1ccc(NC(=O)N2CC3CCCN3c3ccccc32)c(C)c1 (centres undefined)	-11%
NC(=O)C1CCN(c2nc(-c3cccc(Br)c3)cs2)CC1	?
CCOc1ccc(CN2C(=O)c3ccccc3Sc3ccc(C(=O)OC)cc32)cc1	0%
CCOC(=O)c1c(NC(=O)c2cc(C)on2)sc(C)c1C	-2%
CCc1cccc(CC)c1-n1nnc2c(sc3nc(C)cc(C)c32)c1=O	-9%
CCOC(=O)c1cc(-c2ccc(OC)c(S(=O)(=O)NC3CCCCC3)c2)on1	0%
CCOC(=O)c1ccc(NC(=O)c2cccc3c(=O)c4c([nH]c23)CCCC4)cc1	2%

Following part.
Molecule	FLuc counter
COc1ccc(OCCn2cc(C(=O)C3CCCCC3)c3ccccc32)cc1	3%
Cc1ccc(CNC(=O)c2sc3nc(-c4ccc(F)cc4)ccc3c2N)cc1	-7%
CCOc1ccc(N2C(=O)N(Cc3ccc(C)cc3C)c3ccccc3S2(=O)=O)cc1	-3%
Cn1cnc(S(=O)(=O)N2CCCC(C(=O)NCc3ccc(Cl)cc3)C2)c1 (centres undefined)	-8%
Cc1cc(=O)[nH]c(SCC(=O)N2CCN(c3ccccc3)CC2)n1	4%
CCCC(=O)OC1=CN(Cc2ccccc2)S(=O)(=O)c2ccccc21	0%
CCc1ccccc1N(C)C(=O)Cn1cnc2sc(C)c(S(=O)(=O)N3CCC(C)CC3)c2c1=O	1%
Cc1ccc(F)cc1NC(=O)c1ccc(Cn2nc(N3CCN(c4ccccc4)CC3)ccc2=O)o1	-10%
COc1ccccc1CNc1nc(-c2ccco2)nn1S(=O)(=O)c1ccc(Cl)cc1	-1%
Cc1nn(-c2ccc(N3CCCC3)nn2)c(C)c1CCC(=O)N1CCN(c2ccccc2F)CC1	-11%
CCc1nn(CC(=O)NC(C)C)c(=O)c2cc3cc(F)ccc3n12	-1%
COc1ccc(NC(=O)CC2C(=O)N(c3cccc(OC)c3)C(=O)N2Cc2ccc3c(c2)OCO3)cc1 (centres undefined)	0%
CCCn1cc(S(=O)(=O)c2ccccc2)c(=O)c2cc(F)c(N3CCCCCC3)cc21	-1%
Cc1ccc(CCNC(=O)c2sc3ncccc3c2-n2cccc2)cc1	-15%
O=C(NCc1ccc(F)cc1)C(=O)NCC(c1cccs1)S(=O)(=O)c1cccs1 (centres undefined)	2%
CC(CNC(=O)c1ccc(CSc2nc3ccncc3n2Cc2ccc(F)cc2)cc1)c1ccccc1 (centres undefined)	-12%
COc1ccc(-c2cc(C(=O)Nc3c(C)nn(Cc4ccc(C)cc4)c3C)no2)cc1OC	5%
Cc1ccccc1CN1CCN(CC(=O)NCc2ccccc2Cl)C1=O	-16%
CCOC(=O)c1[nH]c(C)c(CCC(=O)Nc2cc(C)ccc2OC)c1C	0%
Cc1cccc(N(C)C(=O)C2CCN(S(=O)(=O)c3cccc4nonc34)CC2)c1	0%
CC(C)(C)n1ncc2c(=O)n(Cc3c(F)ccc(Cl)c3Cl)cnc21	13µM*
Cn1cc(C(=O)NCCc2ccccc2)c(=O)c2cc(S(=O)(=O)N3CCCCCC3)ccc21	-7%
Cc1ccc(NC(=O)Cn2cc(S(=O)(=O)NC(C)C)c(S(=O)(=O)NC(C)C)c2)cc1Cl	4%
COc1ccc(Cn2c(CCC(=O)Nc3ccc(OC)c(Cl)c3)nc3cccnc32)cc1	0%
CCN1C(=O)c2ccccc2Sc2ccc(NC(=O)Nc3ccccc3OC)cc21	-7%
Cc1cccc(CCNC(=O)c2ccc3c(c2)nc2n3CCOC2)c1	15µM*
Cc1ccc(NC(=O)c2ccc(NC(=O)N3CCSc4ncccc43)cc2)c(Cl)c1	-1%
CC(C)NC(=O)Cn1c(=O)nc(-c2ccccc2)c2ccccc21	2%
COc1cc(OC)c(NC(=O)c2cnn(-c3cccc(Cl)c3C)c2C2CCN(C(=O)OC(C)(C)C)CC2)cc1Cl	0%
CSc1cccc(NC(=O)CN2CCN(Cc3ccccc3C)S2(=O)=O)c1	-12%

Shown as labelled records: two of the compounds above.
COc1cc(OC)c(NC(=O)c2cnn(-c3cccc(Cl)c3C)c2C2CCN(C(=O)OC(C)(C)C)CC2)cc1Cl
  FLuc counter: 0%

CSc1cccc(NC(=O)CN2CCN(Cc3ccccc3C)S2(=O)=O)c1
  FLuc counter: -12%

The list goes on.
Molecule	FLuc counter
COc1ccc2c(c1)Cc1sc(NC(=O)c3cccc(Cl)c3)nc1-2	-2%
COc1ccc(NC(=O)CSc2nc(-c3ccccc3)[nH]c2-c2ccccc2)cc1OC	-16%
COc1cc(OC)c(NC(=O)Nc2ccc3c(c2)N(C)C(=O)c2ccccc2S3)cc1Cl	-12%
COc1cccc(N2CCN(C(=O)c3cc4c(=O)n(Cc5cccs5)ccc4nc3C)CC2)c1	-5%
CCN(C(=O)CSc1nnc(-c2ccc(Cl)cc2)o1)c1ccccc1	1%
Cc1ccc(S(=O)(=O)Nc2ccc3[nH]c(=O)sc3c2)cc1C	-19%
COc1ccccc1NC(=O)C1CCCN(c2ncnc3onc(-c4ccc(F)cc4)c23)C1 (centres undefined)	0%
COc1ccc(NC(=O)Cn2cnc3c(nc4n3CCCCC4)c2=O)cc1Cl	-10%
Cc1ccc(-n2cc(-c3ccccc3)c3c(NC4CCCC4)ncnc32)cc1	-4%
Cc1c(CCNC(=O)C(C)(C)C)sc2nc(-c3ccc(F)cc3)nn12	?
CC(C)NC(=O)CCn1c(SCc2c(F)cccc2Cl)nc2c(sc3ccccc32)c1=O	-2%
COc1ccccc1OCC(=O)NCCS(=O)(=O)N1CCN(c2ccccc2OC)CC1	-3%
CCCCOc1ccc(C2C(C(=O)Nc3ccccc3OC)=C(C)Nc3nnnn32)cc1OC (centres undefined)	3%
Cc1ccc(C(=O)Nc2ccccc2C(=O)OCc2cc(=O)n3nc(C(C)C)sc3n2)cc1	-1%
CCc1cccc(C)c1NC(=O)C(CC)Sc1nc2ccncc2[nH]1 (centres undefined)	-10%
Cc1cc2c(cc1S(=O)(=O)N(CCO)Cc1ccccc1)OCC(=O)N2	6%
CCOc1ccc(NC(=O)Cn2nnc(-c3nc(-c4ccncc4)no3)c2N)cc1	-7%
CCOc1ccc(CCNC(=O)c2ccc(CS(=O)(=O)Cc3ccccc3Cl)o2)cc1OCC	-10%
O=C(NC1CCCCC1)c1ccc(CSc2nc3cccnc3n2Cc2ccc(F)cc2)cc1	-14%
CCc1ccc(OCC(=O)N(Cc2ccc(C)o2)C2CCS(=O)(=O)C2)cc1 (centres undefined)	6%
COCCCNc1nc(NCc2ccc(C)cc2)c2cnn(C)c2n1	3%
O=C(CCCn1c(=O)c2cccn2c2cccnc21)NCc1ccccc1Br	-6%
CCc1ccccc1NC(=O)Nc1cc(C(=O)NCc2ccccc2OC)ccc1N1CCCC1	-2%

Given with each value named: entries from further up.
compound: COc1ccc(NC(=O)Cn2cnc3c(nc4n3CCCCC4)c2=O)cc1Cl
  FLuc counter = -10%

compound: Cc1ccc(-n2cc(-c3ccccc3)c3c(NC4CCCC4)ncnc32)cc1
  FLuc counter = -4%

compound: Cc1c(CCNC(=O)C(C)(C)C)sc2nc(-c3ccc(F)cc3)nn12
  FLuc counter = ?

compound: CC(C)NC(=O)CCn1c(SCc2c(F)cccc2Cl)nc2c(sc3ccccc32)c1=O
  FLuc counter = -2%
